High-throughput results: PubChem BioAssay, several laboratories
VIM-2 inhibitor = blocks Pseudomonas aeruginosa VIM-2 metallo-beta-lactamase | purified VIM-2, nitrocefin hydrolysis, epi-absorbance fluorescence | hit rate 0.89% among 290,000 | inhibition, % at 5.6 µM | AID 1527;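 active means inhibition above the mean of all tested compounds plus 3 SD, cutoff set per screening run, cut at about 7.5% in these data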;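 further: red hydrolysis product quenches plate fluorescence so inhibitors raise well fluorescence; 0% = enzyme with DMSO and 100% = DMSO without enzyme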
HCV NS3 hel inh = HCV NS3 helicase inhibition; NS3 helicase DNA unwinding, Cy5 molecular beacon fluorescence; inhibition, % at 10.9 µM; hit rate 0.56% among 290,000; AID 1800;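 active means inhibition above the mean of all tested compounds plus 3 SD, set per campaign, cut at about 35% in these data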;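 further: 0% = DMSO wells and 100% = thioflavine S control wells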
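System: HCV NS3 helicase fragment; control set: DMSO and thioflavine S; technique: Cy5 fluorescence at 0 and 60 min, beacon hairpin quenching; reagent: beacon DNA duplex substrate plus ATP; replicates: singlicate; schedule: 1 h reaction at 25 °C, ATP-initiated; medium: MOPS buffer pH 6.5 with MgCl2, DTT, Tween20, BSA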
IDE act = IDE (human) activation, cell-based; AID 493087; hit rate 0.073% among 340,000; activation, % at 5.96 µM; HEK cells, FAbeta-B cleavage, fluorescence polarization; 0% vehicle, 100% cell-free pure enzyme wells;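 active means activation above the mean of all tested compounds plus 3 SD, set per screening campaign, cut at about 17% in these data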
GalR3 antag = human GalR3 antagonism; O60755; HEK293 GalR3-CNG cAMP membrane potential fluorescence; galR3 body fused to GalR1 C-terminus; inhibition, % at 3 µM; hit rate 0.44% among 360,000;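 active means inhibition above the screen-wide average plus 3 SD, cut at about 13% in these data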;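 further: forskolin and galanin both at EC90 stimulate the cells; cAMP rise reported by CNG channel membrane potential dye signal; 0% = forskolin plus galanin with DMSO and 100% = forskolin alone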
IDE inh = inhibitors of human insulin-degrading enzyme in cells; P14735; inhibition, % at 5.59 µM; HEK cells, FAbetaB cleavage, fluorescence polarization; hit rate 0.41% among 320,000;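 active means percent inhibition above the average of all tested compounds plus 3 SD, set per screening campaign, cut at about 16% in these data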;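 further: IDE supplied by intact live HEK cells; FP after avidin binding of uncleaved biotin substrate so inhibition keeps polarization high; 0% = DMSO wells and 100% = 60 µM reference IDE inhibitor Ii1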
CRFBP-R2 block = antagonists of CRF-binding protein/CRF-R2 receptor complex; HEK293 CRF-R2/CRF-BP, CRF-induced calcium fluorescence; inhibition, % at 11.8 µM; hit rate 0.59% among 350,000; AID 588475;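 active means inhibition of the ligand-induced calcium signal above about 50% at the single tested concentration, limit read from the data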
SUMO HTRF inh = SUMOylation inhibition; HTRF SUMOylation assay, SAE1/SAE2 + UBC9, in vitro; hit rate 0.36% among 290,000; inhibition, % at 35 µM; P63279; in the data active means inhibition above about 50%, passing the limit was not always enough; further: strong numbers were not always called active
IMP-1 inh = inhibitors of Pseudomonas aeruginosa IMP-1 metallo-beta-lactamase. purified IMP-1, nitrocefin hydrolysis, epi-absorbance fluorescence. inhibition, % at 5.6 µM. hit rate 0.45% among 290,000. AID 1556;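 active means inhibition above the mean plus 3 SD of all compounds in the same screening run, cut at about 4.5% in these data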;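 further: 0% = IMP-1 with DMSO and 100% = DMSO wells lacking enzyme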
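System – purified recombinant IMP-1 beta-lactamase · Input – IMP-1 dispensed at 0.2 nM · Timing – 15 min preincubation plus 25 min reaction at 25 °C · Signal – Epi-absorbance fluorescence, 480 nm excitation, 530 nm emission · Measure – percent IMP-1 inhibition derived from blank-referenced optical density · Controls – Enzyme-plus-DMSO low control, enzyme-free DMSO high control · Replication – singlicate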
pCIP destab = compounds decreasing mouse p/CIP protein stability. hit rate 0.01% among 290,000. Q05BA5. F442A p/CIP-EGFP cells, EGFP fluorescence, 16 h. AID 1984. decrease of EGFP signal, % at 10 µM;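 active means EGFP signal decrease of at least 30% at 10 µM or well 3 SD below plate mean, unless failing retest; inactive means the rest, including hits failing retest or dose response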; further: some compounds called inactive have numbers as strong as hits; many of its hits are not listed in these tables
Target sequence (Q05BA5 1-1403): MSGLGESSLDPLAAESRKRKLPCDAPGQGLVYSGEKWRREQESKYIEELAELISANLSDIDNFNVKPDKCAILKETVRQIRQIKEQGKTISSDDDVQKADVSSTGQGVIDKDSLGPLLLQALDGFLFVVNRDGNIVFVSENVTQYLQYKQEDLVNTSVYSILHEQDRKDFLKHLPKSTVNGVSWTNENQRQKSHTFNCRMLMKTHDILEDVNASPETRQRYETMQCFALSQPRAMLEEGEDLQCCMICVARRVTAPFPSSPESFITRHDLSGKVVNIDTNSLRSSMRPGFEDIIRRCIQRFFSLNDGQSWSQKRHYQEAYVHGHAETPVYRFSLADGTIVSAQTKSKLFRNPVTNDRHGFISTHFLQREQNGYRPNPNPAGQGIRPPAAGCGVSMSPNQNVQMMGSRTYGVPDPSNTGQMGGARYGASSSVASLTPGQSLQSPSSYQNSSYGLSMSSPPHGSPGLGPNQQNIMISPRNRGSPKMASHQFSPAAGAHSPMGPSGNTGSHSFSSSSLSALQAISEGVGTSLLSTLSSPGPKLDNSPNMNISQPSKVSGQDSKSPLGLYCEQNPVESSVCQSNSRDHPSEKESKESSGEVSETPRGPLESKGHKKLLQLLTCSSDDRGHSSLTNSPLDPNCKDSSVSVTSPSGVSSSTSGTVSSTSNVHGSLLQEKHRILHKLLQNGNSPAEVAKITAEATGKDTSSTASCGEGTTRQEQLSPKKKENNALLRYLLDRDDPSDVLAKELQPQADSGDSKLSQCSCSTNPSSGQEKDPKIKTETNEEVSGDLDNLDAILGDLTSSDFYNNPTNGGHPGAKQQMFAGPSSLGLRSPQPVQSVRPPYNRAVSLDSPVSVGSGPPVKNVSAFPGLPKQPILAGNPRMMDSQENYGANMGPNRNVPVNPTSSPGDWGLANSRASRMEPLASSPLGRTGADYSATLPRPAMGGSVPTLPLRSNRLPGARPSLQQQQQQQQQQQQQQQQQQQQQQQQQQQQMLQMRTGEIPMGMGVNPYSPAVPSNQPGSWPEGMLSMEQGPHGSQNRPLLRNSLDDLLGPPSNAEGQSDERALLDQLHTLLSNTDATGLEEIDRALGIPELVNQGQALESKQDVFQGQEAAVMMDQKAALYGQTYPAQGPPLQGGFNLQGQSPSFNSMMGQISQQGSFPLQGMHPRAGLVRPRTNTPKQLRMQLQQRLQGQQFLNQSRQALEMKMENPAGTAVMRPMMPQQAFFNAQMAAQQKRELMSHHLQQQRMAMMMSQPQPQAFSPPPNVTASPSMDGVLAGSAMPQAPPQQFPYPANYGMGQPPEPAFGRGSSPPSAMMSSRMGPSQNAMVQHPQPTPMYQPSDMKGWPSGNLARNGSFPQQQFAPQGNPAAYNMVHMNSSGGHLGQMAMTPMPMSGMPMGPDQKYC
* = called active by the depositor; · = no result given. Outcome played no part in choosing rows. Share with any hit: about 3.2%.

SMILES	VIM-2 inhibitor	HCV NS3 hel inh	IDE act	GalR3 antag	IDE inh	CRFBP-R2 block	SUMO HTRF inh	IMP-1 inh	pCIP destab
CCCNC(=O)CN1C(=O)NC(c2ccccc2)(c2ccccc2)C1=O	-1.2	-3	-1	-8	-1	3	-3	-0.3	-7
O=[N+]([O-])c1ccccc1S(=O)(=O)NCCSc1ccccc1	-3.0	-10	6	-10	6	0	6	-3.5	-12
CCCC(=O)N(Cc1cc(=O)[nH]c2ccccc12)c1ccccc1C	0.5	-6	-3	-10	2	-2	8	-1.5	-4
O=C(CN1CC[C@@]2(O)CCCC[C@H]2[C@@H]1c1ccc(F)cc1)NCc1ccco1	1.0	14	3	-5	1	-2	24	-0.8	2
CCOc1ccc(NC(=S)N(CCOC)C2CCN(C(C)C)CC2)cc1	-2.4	-4	4	-11	6	7	-9	-3.1	-2
Cc1cccc(OCc2nc(C#N)c(NCc3ccc4c(c3)OCO4)o2)c1	0.3	-2	6	-8	6	31	-28	0.7	-5
Cc1ccc(C)c(-n2nnnc2SCC(=O)Nc2c(C)n(C)n(-c3ccccc3)c2=O)c1	-4.1	-4	5	-2	3	18	7	-4.2	-19
O=C(Cc1csc(Nc2nc(=S)[nH]c3ccccc23)n1)NCc1ccc(Cl)cc1	0.4	6	-1	·	0	3	-4	-2.6	14
O=C(CNC1=NCCC1)c1ccc2c(c1)OCCO2	0.0	1	2	1	4	-1	7	-4.5	-10
O=C(N/N=C/c1ccco1)c1cc(-c2ccc(Cl)s2)[nH]n1	-4.9	-1	-2	-5	-2	-42	6	-1.6	-9
Cc1c(C)n(CCCN(C)C)c2ncnc(NC3CCCCC3)c12	-0.4	-6	3	-10	2	2	15	-1.9	-14
COc1ccc(C(O)(C(=O)NNc2ccc(C)cc2)c2cccs2)cc1 (stereo not given)	2.4	17	5	-1	-4	7	3	2.8	-6
COc1cc(C(=O)N[C@H](C(=O)Nc2nnc(C3CC3)s2)C(C)C)cc(OC)c1OC	-2.6	-6	-3	9	0	13	-17	-3.4	-5
Cc1occc1C(=O)N1CCCC(Nc2ccc(F)c(F)c2)C1 (stereo not given)	-1.7	-3	6	0	3	-2	5	-2.9	-1
CCC(=O)N1CC2(CC(c3cccc([N+](=O)[O-])c3)=NO2)C[C@H]1C(=O)NCC(N)=O (stereo not given in full)	-0.4	-3	-3	0	6	1	1	-2.1	12
C=CCn1c(SCc2ccc(C#N)cc2)nnc1-c1ccccc1	0.0	-1	1	-6	3	14	4	-3.0	0
O=C(NNc1nc2ccccc2s1)C1CC1	-4.9	-4	-3	-7	9	5	20	-3.5	-13
C=CCc1ccc(OCCCCOc2ccc(C(=O)O)cc2)c(OC)c1	-3.7	14	·	1	1	17	5	-1.9	-4
Cc1nnc2sc(-c3ccc(N(C)C)cc3)nn2c1=O	-4.4	5	3	-9	·	6	7	-3.7	-1
CCOC(=O)N1CCN(c2nc(C)c3c(n2)CCCC3=O)CC1	0.2	8	3	-2	3	11	-10	0.0	-1
COC(=O)NNC(=O)c1cccc(C)c1	0.1	-13	0	·	5	0	-20	-1.7	2
O=C(OCCCN=C1NS(=O)(=O)c2ccccc21)C1CC(=O)N(c2ccc(Cl)cc2)C1 (stereo not given)	-2.7	9	9	4	3	-1	13	-2.9	-7
COc1ccc(CCNc2nc(-c3ccc(O)cc3)cs2)cc1OC	-0.2	34	-2	-4	2	4	19	-1.8	-13
CCOC(=O)CCCNC(=O)COC(=O)c1cccc(F)c1	-3.6	0	3	-4	-1	4	4	-3.0	5
COCc1cc(C)c(C#N)c(=S)[nH]1	0.2	9	-21	·	14	-31	-1	-2.7	2
CCN(Cc1ccccc1)C(=O)Cc1c[nH]c2ccccc12	-0.5	-4	3	-8	1	-2	14	-1.5	-19
CCCNC(=O)OCCC12CC3CC(CC(C3)C1)C2	0.0	4	-4	-1	1	-112	-13	-1.7	-12
O=[n+]1cc(-c2ccc(Br)cc2)n([O-])c2c1CCC2	-2.7	-2	3	-10	1	3	-11	-3.3	4
Cn1c(CC(=O)c2ccc(Br)cc2)[n+](C)c2ccccc21	-2.8	2	-2	5	-1	-4	6	-2.5	8
Cn1c(N/N=C2\CCCc3ccccc32)nc2c1c(=O)n(Cc1ccccc1)c(=O)n2C	-1.3	-6	3	-3	8	-5	3	-1.7	1
C[C@@H]1CN([C@@H](C)CO)C(=O)Cc2cc(NS(=O)(=O)c3ccccc3)ccc2O[C@H]1CN(C)Cc1ccncc1	·	·	-7	-3	3	-3	·	·	·
O=C(NCCS(=O)(=O)N1CCN(c2ccccc2F)CC1)c1ccc(Br)o1	-1.6	3	-2	-8	0	9	18	-3.0	-7
CCOC(=O)CSc1nnc(-c2nnc(SCC(=O)OCC)n2CC)n1CC	-1.8	12	2	-3	1	0	7	-4.2	-1
COc1cc(NC(=O)COC(=O)c2ccc([N+](=O)[O-])s2)cc(OC)c1OC	·	·	2	-1	1	20	·	·	·
COc1ccc(CC(=O)Nc2sc3c(c2C(N)=O)CCCC3)cc1OC	-1.1	-7	3	-11	4	1	-6	-2.5	2
COc1ccc(-c2cc(C(=O)Nc3ccccc3O)c3ccccc3n2)cc1	·	·	6	0	-2	15	·	·	·
C[C@@H]1CCCCCCCCC(=O)OCCN(C(=O)OC(C)(C)C)[C@H](C)CCCCCCCCC(=O)OCCN1C(=O)OC(C)(C)C	·	·	-1	-6	-3	5	·	·	·
CC(O)c1cccc(N=Cc2ccc3ccccc3c2O)c1 (stereo not given)	0.0	-16	0	-11	-6	-4	15	-2.7	7
CCN(CC)c1ccc2c(C)c(CO)c(=O)oc2c1	1.8	7	2	1	3	-8	11	-1.4	-8
CCCCOc1ccc(C(=O)Nc2ccc3c(c2)C(=O)NC3=O)cc1	-0.3	10	5	3	2	-4	29	-5.4	-6
Cc1cc(C)n2c(Br)c(CSc3nc4ccccc4s3)nc2n1	23*	-3	0	-9	5	18	-5	-1.6	6
COc1ccc(C(C2C(=O)CC(C)(C)CC2=O)C2C(=O)CC(C)(C)CC2=O)cc1COCC(F)(F)F	0.1	0	0	-12	2	13	16	-1.8	-1
Cc1cc(C)nc(NC(=O)c2cc(-c3ccc4c(c3)OCO4)nc3ccccc23)c1	-3.2	27	-2	-3	1	9	24	-1.8	-1
Cc1cc(C)n2nc(-c3cnn(C)c3C(F)(F)F)cc2n1	-4.0	-3	2	-4	-5	-8	2	-2.4	-17
CC1=NNC(=O)C1CCC(=O)N/N=C(\C)c1ccc(Cl)cc1 (stereo not given)	0.3	-7	2	-3	6	9	10	-2.2	-12
Cc1ccc(NC(=S)NN2CCN(C)CC2)cc1	-1.8	4	1	-6	8	-9	-10	-4.0	4
CCC(=O)n1nc(-c2cccnc2)nc1NCc1ccccc1	-3.4	12	0	1	·	-8	0	-1.8	-3
O=C(CCS(=O)(=O)c1cccs1)Nc1ccc(C(=O)NC2CCN(Cc3ccccc3)CC2)cc1	-2.9	-12	3	2	-1	4	-1	-3.5	7
CC(=O)Nc1c(-c2ccccc2)nc2ccc(Cl)cn12	·	·	1	0	0	-15	·	·	·
COc1ccc(CNC(=O)c2ccc(NC(=O)C3=CSCCO3)cc2)cc1	-1.6	-2	2	-7	4	0	-12	-4.0	-1

(further entries)
SMILES	VIM-2 inhibitor	HCV NS3 hel inh	IDE act	GalR3 antag	IDE inh	CRFBP-R2 block	SUMO HTRF inh	IMP-1 inh	pCIP destab
O=C(NCC(c1ccco1)N1CCc2ccccc2C1)c1c(F)cccc1F (stereo not given)	·	·	1	-3	3	4	·	·	·
COc1cccc(N(CC(=O)NC2CCCCC2)C(=O)Cn2nnc(-c3ccc(C)o3)n2)c1	-5.2	-17	5	-4	·	0	2	-2.0	-5
Cc1ccc(CNC(=O)COC(=O)c2ccc(S(=O)(=O)NCc3ccco3)cc2)cc1	·	·	3	-2	-1	8	·	·	·
O=C(Oc1ccc(C(=S)N2CCOCC2)cc1)c1ccc(Br)cc1	-1.0	-1	-13	-4	6	-4	-2	-1.4	0
O=C1CC2CCCN2C=C1I (stereo not given)	·	·	2	-2	1	5	·	·	·
Cc1cccc(C(=O)NCC(=O)Nc2ccc(S(=O)(=O)Nc3nc(C)cc(C)n3)cc2)c1	0.5	0	3	0	1	-3	7	-0.8	-6
CN(C(=O)c1cccc(NC(=O)c2ccccc2)c1)C1CCCCC1	-1.2	13	0	2	8	-12	2	0.0	-8
CCN1C(=O)S/C(=C/c2cn(C)c3ccccc23)C1=O	-0.6	-8	-4	-5	2	-1	5	-0.7	-30
O=C(N=Nc1c(O)[nH]c2ccc(F)cc12)c1ccc(NS(=O)(=O)c2cccs2)cc1	·	·	0	-6	3	7	·	·	·
COc1ccc(-c2cnnc(N/N=C/c3ccc(OC)c(OC)c3)n2)cc1	-3.6	15	1	-7	1	3	-10	-5.4	-17
Cc1ccnc(SCCn2c(N3CCOCC3)nc3c2c(=O)[nH]c(=O)n3C)n1	0.2	5	2	3	3	-7	·	-3.4	·
O=C1[C@H]2[C@@H](c3ccc(F)cc3)N3C(=O)N(c4ccc(C(F)(F)F)cc4)C(=O)[C@@]3(Cc3ccccc3)[C@H]2C(=O)N1C1CCCCC1	·	·	2	0	-3	-9	·	·	·
Cc1cc(C)n(-c2ccc(C(=O)O)cc2[N+](=O)[O-])n1	-2.2	-4	2	-3	0	-63	-4	0.1	-2
Oc1ccccc1C1OCC2(CO1)COC(c1ccccc1O)OC2 (stereo not given)	-3.2	-6	-2	4	2	0	-3	-4.4	5
CCCS(=O)(=O)N1CCC(C(=O)NCCc2ccccc2)CC1	-3.4	-1	-1	-1	-5	-2	-8	-4.1	10
CN(C)CC1CCCCC1OC(=O)/C=C/c1ccc(Cl)cc1Cl (stereo not given)	-3.0	-25	6	-9	3	-19	-4	-2.8	2
CCOC(=O)c1c(C)[nH]c(C(=O)COC(=O)C2CC2C)c1C (stereo not given)	-4.4	1	-5	5	2	11	6	-2.9	-4
O=C(NCCN1CCN(c2ccccc2)CC1)C1CCN(S(=O)(=O)c2cccs2)CC1	-0.1	-1	3	-3	·	11	6	2.8	1
COc1ccccc1C(=O)OCC(=O)Nc1ccc(OC(F)F)cc1	-1.1	6	3	-1	2	31	-4	-0.1	18
Cc1cccc2c1cnn2C(=O)CCC(=O)NCC(C)c1ccccc1 (stereo not given)	-2.1	-6	0	·	3	-11	-2	-2.0	0
